ABCB6 inh 2 = ABCB6 transporter inhibitors, primary screen, K562-ABCB6 cells, flow cytometry, MLPCN library; ATP-binding cassette sub-family B member 6 (Homo sapiens), Q9NP58; K562-ABCB6 porphyrin accumulation, 1 h; active compounds read low; fluorescence ratio to DMSO, % at 10 µM; 360,000 compounds, 0.19% hits; AID 602162, 2011;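 active means fluorescence ratio to DMSO below 75%, the collection mean minus 3 SD; inconclusive means too few cells collected in the well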;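 further: signal is porphyrin accumulated inside mitochondria; 100% equals median channel fluorescence of DMSO control wells; lower ratio means ABCB6 inhibition with less porphyrin fluorescence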
Target sequence (Q9NP58 whole entry, looked up): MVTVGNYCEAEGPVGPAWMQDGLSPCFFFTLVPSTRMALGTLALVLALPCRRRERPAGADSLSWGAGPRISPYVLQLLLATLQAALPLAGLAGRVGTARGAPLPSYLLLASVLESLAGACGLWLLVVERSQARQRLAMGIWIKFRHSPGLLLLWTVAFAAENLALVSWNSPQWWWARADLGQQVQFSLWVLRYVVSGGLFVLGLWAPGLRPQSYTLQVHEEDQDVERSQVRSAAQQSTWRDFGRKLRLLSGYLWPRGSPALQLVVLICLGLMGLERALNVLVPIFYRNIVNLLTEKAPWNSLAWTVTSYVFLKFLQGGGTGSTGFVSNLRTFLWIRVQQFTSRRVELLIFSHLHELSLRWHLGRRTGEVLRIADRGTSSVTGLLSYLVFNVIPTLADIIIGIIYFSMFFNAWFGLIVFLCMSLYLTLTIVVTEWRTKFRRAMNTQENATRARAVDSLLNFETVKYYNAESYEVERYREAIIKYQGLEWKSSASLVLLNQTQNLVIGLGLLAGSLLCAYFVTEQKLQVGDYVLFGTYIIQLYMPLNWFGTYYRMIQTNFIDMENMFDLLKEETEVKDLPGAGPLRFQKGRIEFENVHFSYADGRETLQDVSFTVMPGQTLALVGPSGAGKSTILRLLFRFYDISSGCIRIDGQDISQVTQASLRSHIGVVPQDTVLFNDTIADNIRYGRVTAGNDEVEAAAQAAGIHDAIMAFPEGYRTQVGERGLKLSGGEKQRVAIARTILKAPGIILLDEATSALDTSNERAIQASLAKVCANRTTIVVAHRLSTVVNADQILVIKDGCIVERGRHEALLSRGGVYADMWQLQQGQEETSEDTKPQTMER
PDI turbidity = inhibitors of human PDI, primary screen, biochemical, turbidity, single point, plate reader; 350,000 compounds, 0.052% hits; inhibition, % at 10 µM; PDI insulin aggregation turbidity, A650, 90 min; AID 588391, 2011; Protein disulfide-isomerase (Homo sapiens), P07237;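 active means mean inhibition across replicates of 30% or more, whatever share of single replicates reach that level; inconclusive means mean inhibition below 30% while every single replicate reaches 30%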;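 further: absorbance from insulin aggregation driven by PDI reduction with DTT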
Vif inh = HIV Vif self-association inhibitors, primary screen, imaging, HEK293T, single point. HEK293T cells, Vif self-association by quenched fluorescence, 24 h. inhibition, % at 7.49 µM. 340,000 compounds, 0.35% hits. AID 602346, 2012; in the data active means inhibition above about 50%, passing the limit was not always enough; inconclusive means no clear call, values can overlap the other calls; inactive means below about 31%; further: some results filed as inactive read as strong as hits
aDG glyco up = activators of alpha-DG glycosylation, primary screen, uHTS, Pro5-aDG cells, AlphaScreen; activation, % at 10 µM; 360,000 compounds, 0.22% hits; AID 624168, 2012; alpha-DG glycosylation AlphaScreen (IIH6); 0% Pro5, 100% B10-LARGE cell signal;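 active means activation of at least 8% versus controls, or a plate z-score of at least 8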;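 further: Pro5 are CHO cells carrying HIG-tagged alpha-DG that lacks glycosylation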
m5-HT2A agonist = mouse Htr2a agonists via beta-arrestin recruitment, primary screen, cell-based, luminescence; 5-hydroxytryptamine receptor 2A (Mus musculus), P35363; CHO-K1 mHTR2A beta-arrestin complementation; percent of 30 µM serotonin response; activation, % at 7.6 µM; 360,000 compounds, 0.66% hits;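 active means activation above a run cutoff, the mean activation of all tested compounds plus 3 SD, cut at about 14% in these data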;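 further: 0% = plate median of compound wells and 100% = 30 µM serotonin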
Cardio protect = cardioprotection against H2O2-induced cell death, primary screen, uHTS, H9c2 cells, ATPLite luminescence; H9c2 cardiomyocytes, H2O2 injury protection, 2 h; protection from H2O2 cell death, % at 20 µM; 360,000 compounds, 0.63% hits; AID 588492, 2011;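 active means compounds giving at least 50% protection of heart cells from peroxide-induced death in the single-dose screen, raw or plate-pattern-corrected value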;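 further: 0% = DMSO wells with peroxide and 100% = DMSO wells without peroxide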
Granule exo inh = LAMP-1 surface exposure blockers, TALL-104 cells – cell-based, flow cytometry, MLPCN library, primary screen; AID 651702, 2012; inhibition, % at 10 µM; 360,000 compounds, 0.66% hits; TALL-104 LAMP-1 surface exposure; cells stimulated with thapsigargin and PMA;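 active means inhibition above about 55%, limit read from the data; inconclusive means no clear call, values can overlap the other calls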
N-glyco inh = increase of ERlucT glycosylation luciferase signal, primary screen, N-linked glycosylation inhibitor project, D54 ERlucT cells, luminescence, set 2. reporter increase, % at 12.5 µM. D54 ERlucT glycosylation luciferase reporter, 24 h; percent of 100 nM tunicamycin response. 360,000 compounds, 0.23% hits. AID 588692, 2011;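 active means mean luciferase reporter signal, scaled so untreated is 0 and the glycosylation-blocking control 100, at or above a set limit in every replicate; inconclusive means mean reaches the limit but not every replicate does; inactive means mean below the limit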;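 further: luciferase carries N-glycosylation sites so blocking glycosylation raises the light; 0% = median of neutral control wells and 100% = median of 100 nM tunicamycin wells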
iPSC survival up = enhancers of single-cell hiPSC survival, primary screen, ATPlite luminescence; 100% = ROCK inhibitor wells, 0% = DMSO; survival enhancement, % at 20 µM; 360,000 compounds, 0.044% hits; AID 602274, 2012; in the data active means survival enhancement above about 18%;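 further: cells exposed to compounds for 16 hours before the ATP read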
CaV13 FRET inh = Disruptors of the CACNA1D IQ motif to Ca2+-dependent inactivation inhibitor domain association, primary screening, Förster resonance energy transfer in intact living …; HEK cells, CFP/YFP FRET ICDI-IQ, plate reader, 10 min; percent FRET-ratio fall versus neutral wells; inhibition, % at 12.3 µM; 340,000 compounds, 0.098% hits; AID 743397;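 active means mean replicate inhibition of at least 30% and at least 1% of replicates passing that level; inconclusive means only one of the two criteria is met; inactive means neither criterion is met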;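 further: 0% = median of the neutral control wells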
Numbers without * were called inactive; ? = inconclusive; . = no result given.

Each structure is followed by: ABCB6 inh 2	PDI turbidity	Vif inh	aDG glyco up	m5-HT2A agonist	Cardio protect	Granule exo inh	N-glyco inh	iPSC survival up	CaV13 FRET inh
CCn1cc(C(=O)N2CCc3ccccc32)c(=O)c2cc(S(=O)(=O)N3CCOCC3)ccc21
    98	3	10	-0.3	-1	0	-2	1	0.4	-6
CNC(=O)/C(C#N)=C/c1c(N2CCN(c3cccc(Cl)c3)CC2)nc2c(C)cccn2c1=O
    88	-6	.	-0.2	19*	10	55	1	0.0	-18
O=C(/C=C/c1ccccc1)NCC1(c2ccccc2)CCOCC1
    97	10	-3	0.3	-2	9	13	1	2.0	1
O=C(/C=C/c1ccccc1)OCCCCN=C1NS(=O)(=O)c2ccccc21
    100	-7	-2	1.4	-3	-16	0	0	-0.7	-3
CN(c1ccccc1C(=O)Nc1ccc2c(c1)n(C)c(=O)n2C)S(C)(=O)=O
    98	-18	4	0.0	2	10	-1	8	0.1	-6
CCS(=O)(=O)c1c([N+](=O)[O-])ncn1C
    102	-4	?	0.5	0	-17	2	0	-4.9	-2
CC(C)CC1C(=O)N(Cc2cn(CCC3OCCO3)nn2)CCS(=O)(=O)N1Cc1ccc(-c2ccccc2)cc1 (stereo unspecified)
    97	1	-2	0.2	-1	4	18	2	-2.1	-7
O=C(N/N=C/c1ccncc1)NC1CCCCC1
    91	3	-7	-0.1	4	1	-1	1	-0.6	-4
O=C(NCc1ccncc1)C1Cc2c(-c3ccc(Cl)cc3)ccnc2O1 (stereo unspecified)
    101	-2	-7	0.0	-3	-2	4	1	2.7	-5
Cc1ccc2c(C(=O)CN3CCCCC3CCO)c(C)[nH]c2c1 (stereo unspecified)
    102	6	9	0.0	-4	1	-1	1	-1.8	1
C=CCN(C(=O)CCC(=O)Nc1cc(C)on1)C(C(=O)NC1CCCC1)c1cccnc1 (stereo unspecified)
    108	2	.	0.2	4	-1	-6	1	0.5	.
COc1ccc(Cl)cc1NC(=O)CN1CCN(S(=O)(=O)N2CCC(C)CC2)CC1
    88	-5	-3	0.1	3	-8	11	-3	-0.1	-2
Cc1cc(C)c(N)cc1C
    98	.	-10	-0.1	2	0	11	0	-1.3	.
CN(CCC1CCOCC1)Cc1cn[nH]c1-c1ccc(-c2ccccc2)cc1
    94	9	6	0.0	3	13	2	0	-0.6	1
CC(=O)NC(CC(=O)N(Cc1ccccc1)c1cccc(C)c1)c1ccccc1 (stereo unspecified)
    99	7	-9	0.2	5	-1	-1	-2	-0.4	.
Cc1ccc(C(C(=O)NC2CCCC2)N(Cc2ccc(F)cc2)C(=O)c2snc(C(N)=O)c2N)o1 (stereo unspecified)
    95	13	33	-0.1	-2	10	5	-4	-0.4	-4
COc1ccccc1C(=O)NCC(=O)NCC1(N2CCCCC2)CCCCC1
    97	-2	2	-0.1	-4	2	-5	3	1.1	-15
COc1ccc(C(=O)Nc2cccc3nc(C)ccc23)c(OC)c1
    101	4	-9	0.0	6	0	-5	6	0.7	-3
CCOC(=O)[C@@H]1[C@H]2COc3ccc(Br)cc3[C@H]2N2C(=O)N(c3ccc(OC)cc3)C(=O)[C@]12C
    102	3	5	0.2	-8	-5	23	0	0.9	-6
COc1ccc(-c2c(C#Cc3ccsc3)c3ccccc3n2C)cc1
    98	-3	-2	1.0	-1	-4	0	-5	-3.4	-7
C=C1C(=O)[C@]23C[C@H]1CC[C@H]2[C@]1(C)[C@@H](OC(C)=O)CC[C@@](C)(C(=O)O)[C@H]1C[C@@H]3OC(C)=O
    108	.	.	0.6	-5	-4	4	-5	-2.7	-6
COc1ccc(NC(=O)CSC2=C(C#N)C(c3ccco3)C(C(=O)Nc3nc4ccccc4s3)=C(C)N2)cc1 (stereo unspecified)
    95	6	-6	0.1	-1	-9	0	-3	0.6	.
Nc1c(Cl)cc(Cl)cc1C(=O)OCC(=O)N1CCCC1
    96	-1	-1	-0.2	5	2	-1	0	0.3	-10
COc1ccc(C(CNC(=O)Nc2cccc(C)c2)N2CCN(C)CC2)cc1 (stereo unspecified)
    98	0	-5	0.1	5	14	1	-1	-0.1	-6
O=C(CCn1c(=O)oc2ccccc21)N1CCc2ccccc21
    96	7	-4	0.0	8	7	2	-1	7.7	-5
Cc1c(-c2ccc(Cl)cc2)oc(=O)c2c(N)n(-c3ccccc3)nc12
    101	1	-8	0.3	5	-4	1	-3	-0.4	-4
Cc1ccc(NC(=O)Nc2nc3ccccc3s2)cc1NC(=O)Nc1nc2ccccc2s1
    97	-2	-5	-0.1	3	10	-8	-3	-0.2	-4
CC(=O)c1cnc2nc(C)nn2c1C
    101	24	8	0.0	4	3	-1	1	0.8	-5
O=C(c1cc2c(s1)CCCC2)N1CCN(S(=O)(=O)c2ccccc2C(F)(F)F)CC1
    105	-1	-4	0.1	-1	-11	42	-4	-1.6	-5
CCC(NC(=O)CCl)c1ccc(C)cc1 (stereo unspecified)
    94	0	-3	0.0	1	6	-3	5	-0.4	.
COc1ccc(CC(=O)NNC(=S)Nc2ccccc2)cc1Cl
    96	2	-4	0.6	-2	-2	-10	2	2.3	-2
C=C(C)CN(CC)C(=O)CSc1nc2ncc(Cl)cc2[nH]1
    92	5	-1	0.0	1	7	2	1	4.1	-4
COc1ccc(OCC(=O)Nc2cc(NC(=O)c3ccco3)ccc2OC)cc1
    98	2	-6	0.2	2	8	2	-4	-0.3	-2
O=C(O)CC1(CC(=O)Nc2ccc3ccccc3n2)CCCCC1
    103	-9	.	-0.1	0	-2	0	2	0.2	-4
CCCOc1ccc(C(=O)N/N=C/c2c[nH]c3ccc(Br)cc23)cc1
    97	-9	?	0.0	-1	5	14	2	2.6	-20
O=C(NN=C1C2CC3CC(C2)CC1C3)c1ccncc1
    95	-3	-43	0.1	5	2	-7	1	0.5	-5
COc1ccc([N+](=O)[O-])cc1/C=N/NC(=O)CNC(=O)C(c1ccccc1)c1ccccc1
    99	-9	4	0.2	0	8	7	-9	-0.6	-10
Cc1cccc(OCc2ccc(C(=O)Nc3ccc(F)cc3)cc2)c1
    94	-9	-6	0.6	-1	2	8	-1	18	-6
CCOC(=O)C1CCCN(C(=O)c2ccc(C)cc2O)C1 (stereo unspecified)
    92	-11	1	-0.2	2	3	-4	0	0.5	-3
C=CCC1(O)C(=O)N2C(=C1C(=O)OCC)c1ccc3ccccc3c1CC2(C)C (stereo unspecified)
    98	-7	-1	0.3	-2	5	4	0	-0.8	-5

A draw from above in order of length of the SMILES, lowest first.
Each structure is followed by: ABCB6 inh 2	PDI turbidity	Vif inh	aDG glyco up	m5-HT2A agonist	Cardio protect	Granule exo inh	N-glyco inh	iPSC survival up	CaV13 FRET inh
CC(=O)c1cnc2nc(C)nn2c1C
    101	24	8	0.0	4	3	-1	1	0.8	-5
CCC(NC(=O)CCl)c1ccc(C)cc1 (stereo unspecified)
    94	0	-3	0.0	1	6	-3	5	-0.4	.
O=C(NN=C1C2CC3CC(C2)CC1C3)c1ccncc1
    95	-3	-43	0.1	5	2	-7	1	0.5	-5
COc1ccc(C(CNC(=O)Nc2cccc(C)c2)N2CCN(C)CC2)cc1 (stereo unspecified)
    98	0	-5	0.1	5	14	1	-1	-0.1	-6
Cc1ccc(NC(=O)Nc2nc3ccccc3s2)cc1NC(=O)Nc1nc2ccccc2s1
    97	-2	-5	-0.1	3	10	-8	-3	-0.2	-4
COc1ccc([N+](=O)[O-])cc1/C=N/NC(=O)CNC(=O)C(c1ccccc1)c1ccccc1
    99	-9	4	0.2	0	8	7	-9	-0.6	-10
COc1ccc(NC(=O)CSC2=C(C#N)C(c3ccco3)C(C(=O)Nc3nc4ccccc4s3)=C(C)N2)cc1 (stereo unspecified)
    95	6	-6	0.1	-1	-9	0	-3	0.6	.

Next section
Each structure is followed by: ABCB6 inh 2	PDI turbidity	Vif inh	aDG glyco up	m5-HT2A agonist	Cardio protect	Granule exo inh	N-glyco inh	iPSC survival up	CaV13 FRET inh
Cc1cc(C)cc(N(CC(=O)NC2CCCC2)C(=O)C2(C)CC(=O)N=C3C=CC=CN32)c1 (stereo unspecified)
    88	2	1	1.2	0	6	-3	0	-1.2	2
Cc1nnc(SC(C)C(=O)Nc2ccc(Cl)cn2)n1Cc1ccccc1 (stereo unspecified)
    97	8	-3	0.1	1	-7	0	0	1.7	-9
Cc1onc(-c2c(Cl)cccc2Cl)c1C(O)c1ccc(F)cc1 (stereo unspecified)
    94	-1	-6	0.1	0	0	-11	0	0.1	-4
COc1ccc(N2CC(C(=O)Nc3nnc(SCC(=O)NC(C)(C)C)s3)CC2=O)cc1 (stereo unspecified)
    102	-2	-8	0.1	5	-3	0	1	-0.7	-14
Nc1nc(Nc2ccccc2)nc2ccccc12
    98	-5	-2	0.6	-7	-10	0	-13	11	-5
